SENP7 block: inhibitors of human SENP7 protease; Q9BQF6; recombinant SENP7, Z-RLRGG-aminoluciferin luminescence, 40 min; inhibition, % at 5 µM; actives 1.5% (n = 330,000); AID 434973;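 active = inhibition above about 50% at the single test dose, limit read from the data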;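 note: plate controls were DMSO with enzyme for no effect and no enzyme buffer wells for full effect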
Target sequence (Q9BQF6 706-1050 limits assumed): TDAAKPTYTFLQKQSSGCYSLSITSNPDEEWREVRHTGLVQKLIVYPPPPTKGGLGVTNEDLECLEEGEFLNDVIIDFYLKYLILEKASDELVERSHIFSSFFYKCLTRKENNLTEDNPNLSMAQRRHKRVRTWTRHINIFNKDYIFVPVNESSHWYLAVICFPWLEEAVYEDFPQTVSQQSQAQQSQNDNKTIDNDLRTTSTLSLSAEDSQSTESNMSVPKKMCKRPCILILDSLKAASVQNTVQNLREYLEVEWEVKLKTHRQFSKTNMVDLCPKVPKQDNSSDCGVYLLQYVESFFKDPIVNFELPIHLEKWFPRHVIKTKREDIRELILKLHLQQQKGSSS
SENP8 block-1: blocks the human protease SENP8. Q96LD8. actives 1.2% (n = 330,000). AID 2540. inhibition, % at 10 µM. purified SENP8, Z-RLRGG-aminoluciferin cleavage, luminescence; in the data active = inhibition above about 50%
Target sequence (Q96LD8 whole entry, looked up): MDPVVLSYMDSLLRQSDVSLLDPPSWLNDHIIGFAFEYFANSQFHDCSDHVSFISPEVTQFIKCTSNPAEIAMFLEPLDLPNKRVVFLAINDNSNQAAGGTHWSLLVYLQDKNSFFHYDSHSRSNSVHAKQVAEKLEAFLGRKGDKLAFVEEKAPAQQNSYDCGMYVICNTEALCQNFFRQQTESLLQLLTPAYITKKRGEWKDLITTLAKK
PfG6PD inh: PfG6PD (Plasmodium falciparum) enzyme inhibition; PfGluPho enzyme, NADPH resazurin-diaphorase fluorescence; inhibition, % at 20 µM; actives 0.78% (n = 350,000); AID 504690;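 active = inhibition reaching at least a set limit at 20 µM in the primary screen, cut at about 59% in these data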;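 note: 0% = DMSO wells with substrate and 100% = DMSO wells lacking glucose-6-phosphate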
HKDC1 inhibitor: inhibitors of human hexokinase HKDC1; Q2TB90; recombinant HKDC1, G6PDH/diaphorase resazurin coupled fluorescence; actives 0.16% (n = 340,000); inhibition, % at 20 µM;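 active = inhibition above about 35% when tested at 20 µM, limit read from the data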;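 note: plate controls were DMSO wells with enzyme for no effect and DMSO wells lacking enzyme for full effect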
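Test system: Recombinant HKDC1 (HK5) hexokinase enzyme, produced in-house | Input: HKDC1 at 5 µg/mL | Buffer or medium: Tris pH 8.0 buffer with MgCl2, Tween-20, BSA, BME | Schedule: 90 min reaction incubation at room temperature, dark | Technique: Resazurin-to-resorufin fluorescence via G6PDH and diaphorase coupling, 525/613 nm | Controls: DMSO wells with and without enzyme mix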
SENP6 inh: inhibitors of human SENP6 protease; Recombinant SENP6 catalytic domain, aminoluciferin luminescence; inhibition, % at 10 µM; actives 1.8% (n = 330,000);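 active = inhibition above about 50% at the single tested dose, limit read from the data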;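 note: plate controls were DMSO wells with enzyme for no effect and DMSO wells lacking enzyme for full effect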
SENP8 block-2: blocks human SENP8 cleavage of Nedd8 substrate. inhibition, % at 20 µM. AID 602440. Q96LD8. actives 0.64% (n = 360,000). recombinant SENP8, Nedd8 substrate fluorescence; in the data active = inhibition mostly above about 40%, no sharp cut-off; inactive = mostly below about 27%
Apaf1 inhib: blocks human Apaf-1 apoptosome activity | reconstituted apoptosome caspase-3 activity, DEVD-Rh110 fluorescence | inhibition, % at 20 µM | actives 0.71% (n = 330,000); active = inhibition of at least 40% at 20 µM;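 note: plate controls were DMSO wells for no effect and DEVD-CHO caspase inhibitor wells for full effect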
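System – cell-free apoptosome with Apaf-1, procaspase-3 and caspase-9 · Buffer or medium – pH 7.5 Hepes buffer with CHAPS, BSA, DTT · Also added – cytochrome c with DEVD-Rh110 · Times – 30 min compound preincubation, 50 min activation, room temperature · Technique – Rh110 fluorescence intensity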
SENP1 FRET inh: blocks the human SENP1 SUMO protease catalytic domain; inhibition, % at 10 µM; Q9P0U3; recombinant SENP1 catalytic domain, CyPet-SUMO1-YPet FRET cleavage; actives 0.21% (n = 360,000);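 active = inhibition at least 30% at 10 µM, raw YFP signal under a set limit, fluorescence ratio 0.5 to 1.5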;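 note: 0% = enzyme with DMSO and 100% = no enzyme wells; some results filed as inactive read as strong as hits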
Target sequence (Q9P0U3 419-644 limits assumed): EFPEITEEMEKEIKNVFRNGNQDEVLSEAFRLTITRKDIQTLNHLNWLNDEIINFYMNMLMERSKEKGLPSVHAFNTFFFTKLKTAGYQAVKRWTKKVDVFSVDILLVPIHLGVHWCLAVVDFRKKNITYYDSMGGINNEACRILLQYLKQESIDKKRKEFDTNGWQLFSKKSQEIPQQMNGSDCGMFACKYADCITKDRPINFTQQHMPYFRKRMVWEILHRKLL
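Assay system – human recombinant His6-tagged SENP1 catalytic domain enzyme · Input – SENP1 enzyme, 20 pM final · Buffer or medium – Tris pH 8 buffer plus EDTA, NaCl, BME, BSA, NP40, catalase · Schedule – 50 min reaction at room temperature · Technique – FRET read of cyan and yellow fluorescence · Control set – no-enzyme wells low, DMSO-plus-enzyme wells high control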
Active calls of the source: *.

`CC(C)(O)CC[C@@H](O)[C@](C)(O)C1CC[C@@]2(O)C3=CC(=O)[C@@H]4C[C@@H](O)[C@@H](O)C[C@]4(C)C3CC[C@]12C` (stereo partly specified) gave SENP7 block 3, SENP8 block-1 1, PfG6PD inh -4, HKDC1 inhibitor 1, SENP6 inh 12, SENP8 block-2 6, Apaf1 inhib -4 and SENP1 FRET inh 1.
For O=C(NNC(=O)c1cc2ccccc2o1)c1ccc(Cl)cc1 the results were SENP7 block -5, SENP8 block-1 0, PfG6PD inh 4, HKDC1 inhibitor 3, SENP6 inh -3, SENP8 block-2 12, Apaf1 inhib -16 and SENP1 FRET inh 4.
O=C1CSC(c2ccc([N+](=O)[O-])cc2)N1Cc1ccccc1 (stereo unspecified) was read as SENP7 block 1, SENP8 block-1 -9, PfG6PD inh -26, HKDC1 inhibitor 5, SENP6 inh -6, SENP8 block-2 -1, Apaf1 inhib -14 and SENP1 FRET inh 0.
`COc1cccc(CN2C(=NC(=O)CCC3CCCC3)SC3CS(=O)(=O)CC32)c1` (stereo unspecified) gave SENP7 block -1, SENP8 block-1 -2, PfG6PD inh 1, HKDC1 inhibitor -1, SENP6 inh -3, SENP8 block-2 5, Apaf1 inhib 1 and SENP1 FRET inh 0.
`CCCn1nnc(NC(=O)c2ccccc2Cl)n1` gave SENP7 block -3, SENP8 block-1 5, PfG6PD inh -15, HKDC1 inhibitor -7, SENP6 inh -14, SENP8 block-2 9, Apaf1 inhib -7 and SENP1 FRET inh -1.
For O=C(NCCCN1CCCC1=O)c1cn(-c2ccccc2)nc1-c1ccccc1 the results were SENP7 block 14, SENP8 block-1 -13, PfG6PD inh -4, HKDC1 inhibitor -3, SENP6 inh -5, SENP8 block-2 2, Apaf1 inhib -6 and SENP1 FRET inh 2.
Screening CC(=O)c1cccc(NC(=O)c2sc(Cl)nc2C)c1 returned SENP7 block 11, SENP8 block-1 -11, PfG6PD inh -5, HKDC1 inhibitor -10, SENP6 inh -5, SENP8 block-2 6, Apaf1 inhib -8 and SENP1 FRET inh 2.
For O=C(C1CCCN(S(=O)(=O)c2cc(Cl)ccc2Cl)C1)N1CCCCCC1 (stereo unspecified) the results were SENP7 block -3, SENP8 block-1 2, PfG6PD inh 4, HKDC1 inhibitor -8, SENP6 inh -3, SENP8 block-2 3, Apaf1 inhib 19 and SENP1 FRET inh 2.
For Cc1ccc(-n2c(Cc3cccn3C)nnc2SCC(=O)Nc2nnc(C)s2)cc1 the results were SENP7 block -11, SENP8 block-1 -12, PfG6PD inh -9, HKDC1 inhibitor -6, SENP6 inh -3, SENP8 block-2 9, Apaf1 inhib -4 and SENP1 FRET inh -3.
Screening C=CCNc1nc(C)c(C(C)=O)cc1C#N returned SENP7 block 2, SENP8 block-1 -11, PfG6PD inh 2, HKDC1 inhibitor -1, SENP6 inh -6, SENP8 block-2 14, Apaf1 inhib -4 and SENP1 FRET inh 2.
Screening O=C(COC(=O)c1ccccc1O)NCc1ccco1 returned SENP7 block -5, SENP8 block-1 6, PfG6PD inh -1, HKDC1 inhibitor 2, SENP6 inh -31, SENP8 block-2 2, Apaf1 inhib -10 and SENP1 FRET inh 2.
CCOC(=O)C1=C(C)N(CCCCCC(=O)O)C(=O)NC1c1cccc([N+](=O)[O-])c1 (stereo unspecified) was read as SENP7 block -4, SENP8 block-1 -9, PfG6PD inh -1, HKDC1 inhibitor -1, SENP6 inh -22, SENP8 block-2 15, Apaf1 inhib -9 and SENP1 FRET inh 1.
O=C(O)c1cc([N+](=O)[O-])c(Nc2cccc3ccccc23)c([N+](=O)[O-])c1 was read as SENP7 block -10, SENP8 block-1 1, PfG6PD inh 13, HKDC1 inhibitor 3, SENP6 inh 11, SENP8 block-2 29, Apaf1 inhib 3 and SENP1 FRET inh 0.
Screening CCN(CC)S(=O)(=O)c1cccc(-c2n[nH]c(=S)n2C(C)COC)c1 (stereo unspecified) returned SENP7 block 1, SENP8 block-1 -10, PfG6PD inh 24, HKDC1 inhibitor -12, SENP6 inh -14, SENP8 block-2 6, Apaf1 inhib 0 and SENP1 FRET inh 2.
Screening Cc1ccc(S(=O)(=O)N2CCCN(C(=O)c3ccc(-n4nccc4C)cc3)CC2)cc1 returned SENP7 block -2, SENP8 block-1 2, PfG6PD inh -3, HKDC1 inhibitor 1, SENP6 inh -8, SENP8 block-2 14, Apaf1 inhib 9 and SENP1 FRET inh 4.
CCCCn1nc(C(=O)OCC(=O)Nc2sccc2C(N)=O)c2ccccc2c1=O was read as SENP7 block -6, SENP8 block-1 0, PfG6PD inh 11, HKDC1 inhibitor -4, SENP6 inh -6, SENP8 block-2 9, Apaf1 inhib 24 and SENP1 FRET inh -1.
For O=C(c1ccco1)N1CCN(Cc2ccc(Br)cc2)CC1 the results were SENP7 block 2, SENP8 block-1 0, PfG6PD inh 10, HKDC1 inhibitor -4, SENP6 inh 0, SENP8 block-2 2, Apaf1 inhib 2 and SENP1 FRET inh 1.
Screening c1ccc(NC(c2ccccc2)c2ccncc2)cc1 (stereo unspecified) returned SENP7 block 0, SENP8 block-1 5, PfG6PD inh 0, HKDC1 inhibitor 13, SENP6 inh 8, SENP8 block-2 11, Apaf1 inhib -6 and SENP1 FRET inh -1.
Screening C=CCN(Cc1nc(-c2ccccc2)no1)C(=O)c1ccco1 returned SENP7 block 4, SENP8 block-1 -1, PfG6PD inh 9, HKDC1 inhibitor -6, SENP6 inh -9, SENP8 block-2 -2, Apaf1 inhib -1 and SENP1 FRET inh -2.
For O=C(O)COc1ccc(Br)cc1/C=C1/SC(=O)N(CC(=O)N2CCCC2)C1=O the results were SENP7 block 2, SENP8 block-1 -1, PfG6PD inh -23, HKDC1 inhibitor 4, SENP6 inh 4, SENP8 block-2 -86, Apaf1 inhib 7 and SENP1 FRET inh -2.
O/N=C/c1ccccc1Oc1ccccc1 was read as SENP7 block 3, SENP8 block-1 -2, PfG6PD inh -21, HKDC1 inhibitor 8, SENP6 inh -11, SENP8 block-2 3, Apaf1 inhib -2 and SENP1 FRET inh 1.
`Cc1occc1-c1nnc(SCC(=O)c2ccc3c(c2)OCCO3)n1CC1CCCO1` (stereo unspecified) gave SENP7 block 9, SENP8 block-1 4, PfG6PD inh 28, HKDC1 inhibitor 4, SENP6 inh -8, SENP8 block-2 13, Apaf1 inhib -8 and SENP1 FRET inh -3.
CN(C(=O)CN1C(=O)c2ccc([N+](=O)[O-])cc2C1=O)C1CCCCC1 was read as SENP7 block -5, SENP8 block-1 11, PfG6PD inh 4, HKDC1 inhibitor -4, SENP6 inh 2, SENP8 block-2 31, Apaf1 inhib -5 and SENP1 FRET inh 3.
Cc1ccc(SC(=O)COc2ccccc2C)cc1 was read as SENP7 block 1, SENP8 block-1 2, PfG6PD inh -3, HKDC1 inhibitor -1, SENP6 inh 2, SENP8 block-2 15, Apaf1 inhib 12 and SENP1 FRET inh 1.
`O=C(OCC#CCSc1nnc(-c2ccc([N+](=O)[O-])cc2)o1)c1cccs1` gave SENP7 block 0, SENP8 block-1 -9, PfG6PD inh 11, HKDC1 inhibitor 4, SENP6 inh -3, SENP8 block-2 32, Apaf1 inhib 11 and SENP1 FRET inh 2.
O=C(CC1SCCNC1=O)Nc1ccc(Cl)c(Cl)c1 (stereo unspecified) was read as SENP7 block -8, SENP8 block-1 -9, PfG6PD inh 1, HKDC1 inhibitor -4, SENP6 inh -11, SENP8 block-2 4, Apaf1 inhib -2 and SENP1 FRET inh 3.
`Cc1ccnc(NS(=O)(=O)c2ccc(NC(=O)c3ccccc3F)cc2)n1` gave SENP7 block -2, SENP8 block-1 -9, PfG6PD inh -6, HKDC1 inhibitor -5, SENP6 inh 3, SENP8 block-2 11, Apaf1 inhib 0 and SENP1 FRET inh 0.
For CS(=O)(=O)Nc1cccc(C2=NN(C(=O)c3ccccc3)C(c3cccs3)C2)c1 (stereo unspecified) the results were SENP7 block 3, SENP8 block-1 6, PfG6PD inh 2, HKDC1 inhibitor -5, SENP6 inh -10, SENP8 block-2 3, Apaf1 inhib 0 and SENP1 FRET inh 2.
Screening CC1CCC(C(=O)NC(C(=O)N2CCC(N3CCCCC3)CC2)C(C)C)CC1 (stereo unspecified) returned SENP7 block 10, SENP8 block-1 7, PfG6PD inh -10, HKDC1 inhibitor -9, SENP6 inh -8, SENP8 block-2 6, Apaf1 inhib 10 and SENP1 FRET inh -10.
Screening c1ccc2c(c1)CCCC2NC1=NCCC1 (stereo unspecified) returned SENP7 block 13, SENP8 block-1 2, PfG6PD inh -4, HKDC1 inhibitor -8, SENP6 inh 11, SENP8 block-2 7, Apaf1 inhib 6 and SENP1 FRET inh -3.
`COc1ccccc1C(=O)Nc1ccccc1SC` gave SENP7 block 2, SENP8 block-1 0, PfG6PD inh 1, HKDC1 inhibitor -10, SENP6 inh 1, SENP8 block-2 18, Apaf1 inhib -11 and SENP1 FRET inh 5.
O=C1/C(=C\c2cccs2)SC(=S)N1C1CCS(=O)(=O)C1 (stereo unspecified) was read as SENP7 block -7, SENP8 block-1 -3, PfG6PD inh 9, HKDC1 inhibitor -5, SENP6 inh -5, SENP8 block-2 11, Apaf1 inhib 19 and SENP1 FRET inh -4.
Screening CCOC(=O)C(C)n1nc(-c2ccccc2)c2ccccc2c1=O (stereo unspecified) returned SENP7 block 10, SENP8 block-1 1, PfG6PD inh -18, HKDC1 inhibitor -8, SENP6 inh 17, SENP8 block-2 20, Apaf1 inhib 15 and SENP1 FRET inh 0.
`Cc1cccc(-c2nc(=S)c3c(o2)CCCC3)c1` gave SENP7 block 72*, SENP8 block-1 52*, PfG6PD inh 7, HKDC1 inhibitor 13, SENP6 inh 62*, SENP8 block-2 5, Apaf1 inhib -11 and SENP1 FRET inh 1.
COc1cc(C(=O)Nc2ccc3nc(N4CCOCC4)sc3c2)cc(OC)c1OC was read as SENP7 block -7, SENP8 block-1 -5, PfG6PD inh 6, HKDC1 inhibitor -3, SENP6 inh -9, SENP8 block-2 -36, Apaf1 inhib 19 and SENP1 FRET inh -3.
`COC(=O)c1cc2occc2n1Cc1nc(-c2ccccc2C)oc1C` gave SENP7 block -7, SENP8 block-1 -9, PfG6PD inh -4, HKDC1 inhibitor -5, SENP6 inh -12, SENP8 block-2 -6, Apaf1 inhib 13 and SENP1 FRET inh -14.
Screening Cc1ccc2oc(=O)c3cc(C(=O)NCCCN4CCN(C)CC4)sc3c2c1 returned SENP7 block -2, SENP8 block-1 -4, PfG6PD inh 15, HKDC1 inhibitor 7, SENP6 inh 9, SENP8 block-2 -254, Apaf1 inhib 1 and SENP1 FRET inh -1.

Of the compounds above, three have an aryl methoxy group:
`COc1cccc(CN2C(=NC(=O)CCC3CCCC3)SC3CS(=O)(=O)CC32)c1` (stereo unspecified) gave SENP7 block -1, SENP8 block-1 -2, PfG6PD inh 1, HKDC1 inhibitor -1, SENP6 inh -3, SENP8 block-2 5, Apaf1 inhib 1 and SENP1 FRET inh 0.
`COc1ccccc1C(=O)Nc1ccccc1SC` gave SENP7 block 2, SENP8 block-1 0, PfG6PD inh 1, HKDC1 inhibitor -10, SENP6 inh 1, SENP8 block-2 18, Apaf1 inhib -11 and SENP1 FRET inh 5.
COc1cc(C(=O)Nc2ccc3nc(N4CCOCC4)sc3c2)cc(OC)c1OC was read as SENP7 block -7, SENP8 block-1 -5, PfG6PD inh 6, HKDC1 inhibitor -3, SENP6 inh -9, SENP8 block-2 -36, Apaf1 inhib 19 and SENP1 FRET inh -3.

Source: PubChem BioAssay
